Compound activity (PubChem)
Growth percent in the NCI-60 one-dose screen (48 h, 10 µM unless noted): 100 = growth as untreated, 0 = no growth, -100 = all killed.
SK-MEL-5 = SK-MEL-5 melanoma; 6.4% of 80,000 active
HOP-62 = HOP-62 NSCLC; 3.9% of 80,000 active; AID 1794735
HOP-92 = HOP-92 NSCLC cells; 6.3% of 71,000 active
SK-MEL-28 = SK-MEL-28 melanoma. 4.1% of 81,000 active
M14 = M14 melanoma | 6.2% of 80,000 active | AID 1794745
A549/ATCC = A549/ATCC NSCLC; 3.7% of 81,000 active; AID 1794740
EKVX = EKVX NSCLC; 3% of 71,000 active; AID 1794765
CCRF-CEM = CCRF-CEM leukemia. 7% of 77,000 active. AID 1794778
Numbers without * were called inactive; . = not tested or not shown; & = joins results of further samples; [ ] = dose if it differs, or a comment. The calls were made as follows: active = growth percent below 10; inactive = the rest.

SMILES	SK-MEL-5	HOP-62	HOP-92	SK-MEL-28	M14	A549/ATCC	EKVX	CCRF-CEM
Cc1cc(N2CCCCC2)nc(NCc2cc(Nc3ccnc4cc(Cl)ccc34)ccc2F)n1	-96.3*	-49.5*	-21.9*	-73.8*	-67.8*	2.7*	38.6	-19.2*
CC(C)=CC(=O)N[C@@H]1CC2CCC3C(CC[C@@]4(C)C3CC[C@@H]4C(C)N(C)C)[C@@]2(C)C[C@@H]1O (stereo partly specified)	10.1	56.4	40.6	-28.0*	47.3	74.5	32.9	30.0
Cn1c(SCC(=O)c2ccc([N+](=O)[O-])cc2)nc2ccccc2c1=O	99.7	109.5	109.4	103.4	101.4	94.3	99.8	103.6
C/C(=C\CSCC(=O)NC(Cc1ccc(O)c(O)c1)C(=O)O)CCCC(C)CCCC(C)CCCC(C)C (stereo unspecified)	96.7	84.9	102.5	98.5	82.7	95.6	84.8	86.8
NC(=O)c1[nH]cnc1/N=N/N(CCO)Cc1ccccc1	107.4	94.9	97.7	103.4	65.1	108.3	101.5	102.7
Cc1ccc(N2CCN(C(=S)Cc3ccccc3)CC2)cc1	105.0	110.2	.	113.8	105.0	89.0	93.4	109.9
COc1ccc(-c2nc(-c3ccc(-c4nc5ccc(OC)cc5[nH]4)cc3)no2)cc1	98.3	115.7	92.1	.	85.7	105.2	92.9	.
Cc1ccc(S(=O)(=O)Nc2ccc3nc(NC(=O)c4ccco4)sc3c2)cc1	91.4	78.8	80.6	118.1	108.5	107.5	83.3	96.3
COc1ccc(Nc2cnc3cc(NC(=O)NC4CCCCC4)ccc3n2)cc1	94.5	107.6	84.1	96.5	112.6	96.3	.	92.7
O=C(CCCCC(=O)OC1CS(=O)(=O)CC1Cl)OC1CS(=O)(=O)CC1Cl (stereo unspecified)	104.6	107.5	116.1	121.4	107.7	102.2	117.9	108.2
CCN1CCN(C2=Nn3c(nnc3-c3cc(C(F)(F)F)cc(C(F)(F)F)c3)SC2)CC1	88.2	90.5	83.6	127.1	119.4	93.9	94.3	92.5
C=CCNC(=O)c1ccccc1SC(C)=O	98.2	105.6	99.3	101.7	92.4	117.8	96.8	100.7
COc1ccccc1-c1ccc2c(N)c(C(=O)c3ccc4c(c3)OCO4)sc2n1	56.6	73.3	67.8	71.3	46.6	46.1	.	60.2
CCN(CC)CCCC(C)Nc1ncnc2ccc(OC)cc12 (stereo unspecified)	99.6	96.0	72.4	103.7	104.9	101.6	105.2	104.9
COc1cc(CNC(=O)C23CCC(C)(C)CC2C2=CCC4[C@@]5(C)CC[C@H](OC(C)=O)C(C)(C)C5CC[C@@]4(C)[C@]2(C)CC3)ccc1O (stereo partly specified)	47.2	93.2	75.6	76.7	73.3	70.6	76.3	49.3
CCn1c(SCc2ccccc2)nc2c1c(=O)n(C)c(=O)n2C	99.5	89.7	91.0	115.8	104.9	94.3	102.9	93.6
Cc1ccc(-c2ccnc(/N=C(\N)Nc3ccc(S(=O)(=O)Nc4nc(C)cc(C)n4)cc3)n2)cc1	98.1	95.5	116.5	102.5	114.5	110.6	95.3	98.7
C/C(=C\CSc1ccccc1C(=O)O)CCCC(C)CCCC(C)CCCC(C)C (stereo unspecified)	24.8	57.6	71.4	71.5	60.0	41.3	43.3	29.8
OCNc1ccc(-n2cnc3cc(-c4ccc(O)cc4)ccc32)cc1C(F)(F)F	3.3*	34.9	65.1	27.5	11.9	22.4	34.7	31.9
CCOC(=O)/C=C/c1ccc(Br)cc1	100.8	92.8	.	111.2	104.0	97.1	.	97.2
C#CCCCCCC(=O)CC(=O)N[C@H]1CCOC1=O	107.6	110.4	109.4	109.5	105.6	104.4	104.6	106.3
Oc1ccc2c(c1)CCCC2	100.2	93.5	.	107.6	106.1	100.5	109.9	94.0
CCc1nn2c(-c3ccc(OC)cc3)c(-c3cc(OC)c(OC)c(OC)c3)nc2s1	80.7	84.1	68.4	84.9	83.2	84.7	.	68.0
O=C(NNc1nc2cc(Br)ccc2n2cccc12)c1cnccn1	62.4	28.5	73.9	65.0	57.0	48.5	52.8	19.6
O=C1C(=O)N(CN2CCCCC2)c2ccccc21	98.5	90.1	70.4	102.0	97.2	101.6	.	96.4
Other compounds follow:
SMILES	SK-MEL-5	HOP-62	HOP-92	SK-MEL-28	M14	A549/ATCC	EKVX	CCRF-CEM
COc1ccc(C2NC(=O)Nc3c2c(=O)n(-c2ccccc2)c2ccccc32)cc1 (stereo unspecified)	72.6	89.3	.	118.8	106.7	100.7	80.4	73.2
COc1cccc(/C=C/c2c(C(=O)O)cccc2[N+](=O)[O-])c1OC	106.2	95.5	89.1	109.1	102.5	102.5	.	101.5
CCCCCCc1cn(C(C)c2ccc(OC)c(OC3CCCC3)c2)nn1 (stereo unspecified)	73.6	98.2	66.9	99.0	82.9	80.6	.	65.1
O=C(CCCCCCN1CC(=O)N2[C@H](c3ccc(Cl)cc3)c3[nH]c4ccccc4c3C[C@@H]2C1=O)NO	43.8	61.9	44.4	45.3	61.7	90.1	65.7	25.7
C=C1CCC2C3(C)COC(c4ccc(N(C)C)cc4)OC3CCC2(C)C1C/C=C1/C(=O)OCC1O (stereo unspecified)	60.7	108.0	68.9	94.9	71.7	52.0	85.7	-41.6*
O=C(Nc1ccccc1Cl)c1ccccc1	104.3	97.2	101.5	109.8	102.9	98.3	100.1	102.3
COc1cccc(-c2nc3sccn3c2-c2ccnc(NCCNS(=O)(=O)c3ccc(F)cc3)c2)c1	-53.1*	43.7	41.0	45.2	23.9	22.7	28.2	14.2
COc1ccc2c(OCc3nnc4ccc(-c5ccccc5)nn34)ccnc2c1	91.9[2.5 µM]	77.5[2.5 µM]	98.7[2.5 µM]	111.0[2.5 µM]	103.5[2.5 µM]	94.1[2.5 µM]	104.1[2.5 µM]	102.5[2.5 µM]
COc1ccc(-c2nc(SCCC(C)C)nc(N/N=C\c3ccccc3O)c2C#N)cc1	94.2	92.5	88.4	99.1	98.3	78.2	100.7	66.3
COc1cc(CNC(=O)Cc2ccccc2)ccc1OCc1cn(-c2ccc([N+](=O)[O-])cc2)nn1	93.5	111.1	95.1	105.9	97.4	98.6	97.8	92.4
Cc1ccc(S(=O)(=O)OCCN2C(=O)c3ccccc3C2=O)cc1	110.4	104.2	.	107.2	109.0	109.9	110.7	101.7
C/C(=N/Nc1ccccc1[N+](=O)[O-])C(C)C#N (stereo unspecified)	96.1	75.4	.	141.7	87.0	105.7	88.4	103.9
CCOC(=O)c1noc2c1CCc1c-2cn(Cc2ccc(OC)c(N)c2)c1-c1cc(OC)c(OC)c(OC)c1	80.7	81.1	123.6	102.6	92.9	78.8	73.6	90.0
Cc1ccc(C)c2c1CC/C(=C\c1ccccc1[N+](=O)[O-])C2=O	87.5	109.0	71.0	105.5	90.3	79.5	.	83.2
CCCCCCC(=O)CC(=O)OCC	97.4	110.1	81.6	97.0	101.1	102.7	.	.
CCOC(=O)c1[nH]c(=S)[nH]c1C	107.1	99.3	85.0	121.7	117.2	104.4	114.4	92.2
O=C(O)Cc1ccccc1F	103.3	90.0	.	105.4	.	105.9	116.7	100.7
O=C(CCCSCCCC(=O)N/N=C/c1ccccc1)N/N=C\c1ccccc1	.	102.4	95.7	116.0	107.5	95.8	90.2	83.6
CCOC(=O)Cn1c(=O)c2c(c3ccccc3n2C)n2nnc(-c3ccccc3)c12	98.4	95.5	-15.2*	107.3	97.6	106.3	95.1	281.6
CC12CCC3C4(C)COC(c5ccccc5)OC4CCC3(C)C1CC(C1=CCOC1=O)O2 (stereo unspecified)	67.9	98.2	80.5	105.0	92.0	97.2	77.0	84.1
CCOC(=O)Cn1nc2oc(=O)c(CCN3CCN(c4ccccc4OC)CC3)c(C)c2c1C	101.0	93.7	77.9	101.4	110.1	101.7	.	94.0
Cc1ccc(C(NC(=O)c2ccccc2)c2ccc3cccnc3c2O)cc1 (stereo unspecified)	-42.3*	17.3	24.8	30.8	-22.9*	.	17.3	5.4*
C/C=C/C(=O)O	109.9	94.7	77.0	110.2	106.1	121.1	112.5	90.5
CCC(/C=N/Nc1ccc([N+](=O)[O-])cn1)CC	103.2	98.9	107.3	106.6	99.8	81.7	97.1	91.4
COc1ccc(-c2cc(-c3ccc(Cl)cc3)c(C#N)c(=O)n2CCCCCC(=O)NO)cc1	90.4	93.2	95.8	94.3	81.5	99.5	94.4	84.7
Other compounds.
SMILES	SK-MEL-5	HOP-62	HOP-92	SK-MEL-28	M14	A549/ATCC	EKVX	CCRF-CEM
CCN(CC)c1cc(C(=O)O)cc(Cl)n1	107.8	100.5	90.1	114.0	112.5	111.8	119.6	97.7
CC(=O)CC(c1ccccc1)c1c(-c2ccccc2)[nH]c2ccccc12 (stereo unspecified)	98.0	92.1	70.6	99.2	92.5	95.2	85.9	93.0
ClCCOCCOc1ccc(C2CCCCC2)cc1	98.8	92.3	87.9	102.3	108.1	86.6	.	107.4
COc1ccccc1NCCCO	109.9	93.0	73.3	108.3	104.5	99.0	107.8	88.0
CS(=O)(=O)Nc1ccc(C(=O)CC2(O)C(=O)Nc3ccc(F)cc32)cc1 (stereo unspecified)	98.2	90.9	77.6	105.9	99.7	103.7	96.6	98.9
Cn1cc(-c2ccc3c(c2)OCO3)c2ccccc21	101.5	93.6	106.3	106.9	108.7	92.7	.	.
O=C(CSc1nnnn1-c1ccccc1)Nc1ccc(Oc2ccccc2)cc1	103.0	95.6	75.0	100.0	111.3	101.0	100.4	113.6
Cc1ccn2c(-c3csc(Nc4cccc(O)c4)n3)c(C)nc2c1	-42.9*	3.0*	52.2	37.7	16.0	38.9	.	23.7
N#Cc1cnn(C(=O)c2ccccc2Br)c1NC(=O)c1ccc(Br)cc1Cl	98.6	97.9	111.1	103.3	101.4	93.9	100.1	94.5
c1ccc(CC2CCc3ccccc32)nc1 (stereo unspecified)	98.2	102.2	90.4	103.9	102.5	96.5	92.7	90.7
CCCCCCCCS(=O)(=O)Nc1ccc(C(=O)O)cc1	92.0	90.0	105.6	111.0	103.6	76.7	94.7	97.6
O=C1OC(CN2CCOCC2)CN1/N=C/c1ccc([N+](=O)[O-])o1 (stereo unspecified)	99.2&91.7	98.4&92.5	111.0&135.0	112.8&101.3	103.1&97.3	103.0&106.9	104.9&116.5	96.5&78.0
NC(=S)NN=C1CCCCCCCCC1	94.9	106.1	86.6	101.7	97.1	108.1	99.3	89.7
Cc1ccc(C(=O)Nc2ccc(Cl)cc2C(=O)NCc2ccccc2)cc1	78.4	88.3	.	83.7	74.9	85.9	80.3	73.9
CC(C)N1CSC(=S)NCCNC(=S)SC1	103.2	99.0	102.7	121.0	94.1	96.6	119.8	100.0
O=C(c1ccc2nc(NS(=O)(=O)c3ccc4ccccc4c3)sc2c1)N1CCN(c2ccc(Cl)cc2)CC1	100.8	105.0	93.1	109.0	90.2	91.0	107.9	87.2
C=C[C@]1(C)C=C2C(=O)[C@@]3(O)OC[C@@]4(CCCC(C)(C)C43O)C2(O)C(O)C1 (stereo partly specified)	91.6	107.3	.	47.2	9.0*	76.4	91.2	.
O=CN1N=C(c2cccc(Nc3ccncc3)c2)CC1c1ccc(Cl)cc1 (stereo unspecified)	65.9	85.4	59.0	103.4	92.6	76.3	81.9	78.8
COc1cccc(NC(=O)Nc2cccc(-c3ccc(=O)[nH]n3)c2)c1	94.3	91.8	90.3	105.2	94.0	78.8	91.5	100.2
CN1C(=O)N(C)C2C1NC(=O)N2CC(=O)N1CCOCC1 (stereo unspecified)	98.1	88.2	93.0	108.8	91.4	90.0	94.5	92.6
COc1cc(C2NC(c3ccc(Cl)cc3)C(C)C(=O)C2C)cc(OC)c1OC (stereo unspecified)	89.0	100.1	.	105.3	95.6	96.5	83.1	90.2
C/C(=C(/c1ccc(O)cc1)c1ccc(OCCN2CCCCCC2)cc1)c1ccccc1	58.4	65.8	45.0	21.0	-3.9*	56.7	59.0	60.0
Cc1ccc(C(=O)Nc2ccccc2C(=O)N/N=C(\c2ccccc2)c2ccccn2)cc1	-4.2*	14.5	52.7	32.4	-38.9*	17.2	13.1	8.8*
COc1ccccc1C(=O)Nc1cccc(-c2cc(=O)c3ccccc3o2)c1	.	117.2	103.8	113.8	.	86.3	98.3	85.7
C=C(C)[C@@H]1CC[C@]2(COC(=O)c3cccc(OC(C)=O)c3)CC[C@]3(C)[C@H](CC[C@@H]4[C@@]5(C)CC[C@H](O)C(C)(C)[C@@H]5CC[C@]43C)[C@@H]12	103.0	98.9	106.2	103.9	104.9	101.3	102.3	103.3

Gathered by group, the compounds so far containing fluorine (six)
SMILES	SK-MEL-5	HOP-62	HOP-92	SK-MEL-28	M14	A549/ATCC	EKVX	CCRF-CEM
Cc1cc(N2CCCCC2)nc(NCc2cc(Nc3ccnc4cc(Cl)ccc34)ccc2F)n1	-96.3*	-49.5*	-21.9*	-73.8*	-67.8*	2.7*	38.6	-19.2*
CCN1CCN(C2=Nn3c(nnc3-c3cc(C(F)(F)F)cc(C(F)(F)F)c3)SC2)CC1	88.2	90.5	83.6	127.1	119.4	93.9	94.3	92.5
OCNc1ccc(-n2cnc3cc(-c4ccc(O)cc4)ccc32)cc1C(F)(F)F	3.3*	34.9	65.1	27.5	11.9	22.4	34.7	31.9
COc1cccc(-c2nc3sccn3c2-c2ccnc(NCCNS(=O)(=O)c3ccc(F)cc3)c2)c1	-53.1*	43.7	41.0	45.2	23.9	22.7	28.2	14.2
O=C(O)Cc1ccccc1F	103.3	90.0	.	105.4	.	105.9	116.7	100.7
CS(=O)(=O)Nc1ccc(C(=O)CC2(O)C(=O)Nc3ccc(F)cc32)cc1 (stereo unspecified)	98.2	90.9	77.6	105.9	99.7	103.7	96.6	98.9

Single records, as listed above:
Profile of C/C=C/C(=O)O : SK-MEL-5 = 109.9; HOP-62 = 94.7; HOP-92 = 77.0; SK-MEL-28 = 110.2; M14 = 106.1; A549/ATCC = 121.1; EKVX = 112.5; CCRF-CEM = 90.5
Profile of O=C(CCCCCCN1CC(=O)N2[C@H](c3ccc(Cl)cc3)c3[nH]c4ccccc4c3C[C@@H]2C1=O)NO : SK-MEL-5 = 43.8; HOP-62 = 61.9; HOP-92 = 44.4; SK-MEL-28 = 45.3; M14 = 61.7; A549/ATCC = 90.1; EKVX = 65.7; CCRF-CEM = 25.7

This is a random part of the collection; any-hit rate near 12%.
